Compound activity deposited in PubChem by The Scripps Research Institute Molecular Screening Center.
ADAM17 inh: ADAM17 inhibition, QFRET primary screen. inhibition, % at 6.95 µM. recombinant ADAM17, EDANS/DABCYL FRET peptide cleavage. actives 0.83% (n = 370,000);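 active = inhibition above the mean of compounds lying between control limits plus 3 SD, set per campaign, cut at about 8.5% in these data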;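 note: 0% = DMSO-only wells as the low control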
hgDAF12 agonist: hgDAF-12 agonism, primary luciferase screen; HEK293 GAL4-hgDAF12 UAS-luciferase reporter, agonist luminescence; normalized to butyrate control; activation, % at 6.8 µM; actives 1.8% (n = 370,000);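 active = activation above a cutoff set at the mean of all screened compounds plus 3 SD, cut at about 10% in these data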;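 note: 0% = DMSO wells and 100% = sodium butyrate wells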
ssDAF-12 act: activates DAF-12 receptor from parasite S. stercoralis | HEK293 ssDAF-12/GRIP1 lit1-tk-luc reporter, luminescence; % of 3 µM dafachronic acid response | activation, % at 6.8 µM | actives 1% (n = 370,000) | AID 652126;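 active = activation above the mean over all tested compounds plus 3 SD, cut at about 0.9% in these data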;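 note: 0% = DMSO-only wells and 100% = 3 µM delta7-dafachronic acid wells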
hcDAF12 agonist: activates DAF-12 receptor from parasite H. contortus; HEK293 hcDAF-12 lit1-tk-luc reporter, luminescence; 0% DMSO, 100% Δ7-dafachronic acid; actives 1.4% (n = 370,000); activation, % at 6.8 µM; AID 652067;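 active = activation above the mean of all tested compounds plus 3 SD, cut at about 5.5% in these data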;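 note: 100% = response to 3 µM Δ7-dafachronic acid high control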
DAX1 inh-1: blocks DAX1 repression of SF-1 activated StAR promoter. actives 1.1% (n = 370,000). inhibition, % at 6.8 µM. HEK293T StAR-luciferase reporter, SF-1/DAX-1 repression relief. AID 652010;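 active = inhibition above the mean over all tested compounds plus 3 SD, cut at about 3.6% in these data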;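 note: 0% = DAX-1 cells with DMSO and 100% = cells lacking DAX-1 with DMSO; higher inhibition means more luminescence from relief of DAX-1 repression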
ADAM10 inh: inhibits human ADAM10; O14672; recombinant ADAM10, EDANS/DABCYL FRET peptide cleavage, 3 h; inhibition, % at 7 µM; actives 0.62% (n = 370,000); AID 720582;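 active = inhibition above a per-campaign cutoff equal to the mean of compounds falling between control-based bounds plus 3 SD, cut at about 20% in these data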;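 note: 0% = DMSO wells while the 100% control is not disclosed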
FXN GAA850 act: increases GAA850 frataxin promoter reporter activity; HEK293 lucGAA850 FXN promoter luciferase reporter, 24 h; percent of 10 µM SAHA response; activation, % at 6 µM; actives 0.56% (n = 360,000);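 active = activation above the average of all compounds screened plus 3 SD, cutoff fixed separately per campaign, cut at about 7.5% in these data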;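 note: 0% = DMSO wells and 100% = 10 µM SAHA wells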
DAX1 inh-2: NR0B1 (DAX1) inhibition; actives 0.99% (n = 340,000); inhibition, % at 6.75 µM; HEK293 Gal4-DAX1 luciferase reporter, luminescence; P51843; AID 504766;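 active = inhibition above the mean over all tested compounds plus 3 SD, cut at about 4.2% in these data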;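 note: 0% = DAX1-transfected cells with DMSO and 100% = empty-vector control cells with DMSO; inhibition shows as a rise in luminescence from relieved DAX1 repression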
PLCb3 inh: blocks human PLC-beta3 enzyme activity; Q01970; Purified PLC-beta3, fluorogenic substrate, fluorescence; inhibition, % at 12.2 µM; actives 0.18% (n = 370,000); AID 720704; in the data active = inhibition above about 11%;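 note: 0% = median of compound wells on plate and 100% = full blocker control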
HGIII-sPLA2 inh: Blocks human group III sPLA2 activity; Q9NZ20; QFRET BODIPY PC-A2 liposome hydrolysis, fluorescence; inhibition, % at 12.2 µM; actives 0.56% (n = 370,000); AID 743126;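 active = inhibition above mean plus 3 SD of compounds lying within the high and low control bounds, cut at about 19% in these data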;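 note: 0% = median of test compound wells and 100% = no enzyme DMSO wells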
PLC-gamma1 inh: inhibitors of human phospholipase C gamma1. AID 720700. actives 0.84% (n = 370,000). P19174. purified PLC-gamma1, fluorogenic substrate, fluorescence. inhibition, % at 12.2 µM; in the data active = inhibition above about 9.5%
Target sequence (P19174 whole entry, looked up): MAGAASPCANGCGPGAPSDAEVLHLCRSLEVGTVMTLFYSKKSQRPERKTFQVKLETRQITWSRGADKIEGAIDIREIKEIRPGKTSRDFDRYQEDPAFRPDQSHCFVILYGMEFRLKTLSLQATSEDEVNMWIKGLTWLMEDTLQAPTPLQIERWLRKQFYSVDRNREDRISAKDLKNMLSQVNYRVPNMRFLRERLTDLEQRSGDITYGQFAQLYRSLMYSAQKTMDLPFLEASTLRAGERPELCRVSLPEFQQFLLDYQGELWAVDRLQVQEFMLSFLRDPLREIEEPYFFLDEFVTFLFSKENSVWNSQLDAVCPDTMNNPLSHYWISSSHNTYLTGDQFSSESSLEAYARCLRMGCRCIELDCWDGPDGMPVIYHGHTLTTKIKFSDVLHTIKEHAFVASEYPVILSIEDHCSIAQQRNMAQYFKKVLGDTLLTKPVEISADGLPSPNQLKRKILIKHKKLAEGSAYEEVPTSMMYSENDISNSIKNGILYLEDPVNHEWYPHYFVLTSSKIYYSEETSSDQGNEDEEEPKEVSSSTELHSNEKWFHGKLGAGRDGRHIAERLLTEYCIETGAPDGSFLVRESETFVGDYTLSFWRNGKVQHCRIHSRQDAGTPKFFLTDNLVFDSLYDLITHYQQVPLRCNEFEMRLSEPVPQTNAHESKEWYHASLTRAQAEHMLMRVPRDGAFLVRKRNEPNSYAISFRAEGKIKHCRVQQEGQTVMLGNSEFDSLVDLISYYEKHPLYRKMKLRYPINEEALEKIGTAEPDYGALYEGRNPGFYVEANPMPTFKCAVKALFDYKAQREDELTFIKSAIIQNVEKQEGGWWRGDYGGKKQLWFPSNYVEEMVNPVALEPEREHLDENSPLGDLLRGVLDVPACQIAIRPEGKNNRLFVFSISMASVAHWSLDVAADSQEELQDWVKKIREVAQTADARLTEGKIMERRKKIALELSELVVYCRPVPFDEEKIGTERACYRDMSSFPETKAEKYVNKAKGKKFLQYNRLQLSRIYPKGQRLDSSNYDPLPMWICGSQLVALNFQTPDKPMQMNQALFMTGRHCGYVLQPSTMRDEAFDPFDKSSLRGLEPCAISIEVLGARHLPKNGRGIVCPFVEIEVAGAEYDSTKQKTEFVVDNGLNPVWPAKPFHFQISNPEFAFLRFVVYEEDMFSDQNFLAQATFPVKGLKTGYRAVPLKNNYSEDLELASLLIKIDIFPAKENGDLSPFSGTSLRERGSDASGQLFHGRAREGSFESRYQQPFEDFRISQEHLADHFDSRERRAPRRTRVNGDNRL
* hit, by the source's call; i = inactive; · = not tested or not shown.

Value order: ADAM17 inh	hgDAF12 agonist	ssDAF-12 act	hcDAF12 agonist	DAX1 inh-1	ADAM10 inh	FXN GAA850 act	DAX1 inh-2	PLCb3 inh	HGIII-sPLA2 inh	PLC-gamma1 inh
Cc1ccc(S(C)(=O)=NC(=O)NC(=O)c2c(Cl)cccc2Cl)cc1 (centres undefined)
    -2	0.9	-1.4	-0.6	0.3	2	0.6	4.9*	-7	3	2
CCCCN(CC)C(=O)Cn1c(=O)sc2ccccc21
    -4	0.8	-1.2	0.7	-0.1	-9	1.0	0.9	1	1	1
O=C(C1CCN(S(=O)(=O)c2ccccc2)CC1)N1CCCCCC1
    2	2.1	-0.9	-0.2	0.4	8	2.7	0.6	-2	0	0
CCOC(=O)C1=C(N)Oc2ccc3ccccc3c2C1c1cccnc1 (centres undefined)
    2	-1.4	-0.9	-0.4	0.0	12	4.2	-0.8	2	3	3
COc1cccc(CNc2ncnc3cc(Cl)ccc23)c1
    0	-2.6	-1.5	-1.8	-2.2	3	1.5	-3.0	-1	-1	-1
Cc1ccccc1C(=O)O[C@H]1[C@H](Cc2ccccc2)NS(=O)(=O)[C@H]2CC3C=C[C@]12O3
    2	-2.0	-1.2	-1.9	0.3	4	-1.4	-0.7	-1	-3	-1
O=C(Nc1ccccc1)OCCN1C(=O)CCC12CCC(c1ccccc1)CC2 (centres undefined)
    -1	2.5	-1.4	-2.9	-0.3	0	·	·	0	-3	4
CCC1=C2CC[C@H]3C(=O)N(CC)C(=O)[C@H]3[C@H]2[C@@]2(Cc3ccccc3)C(=NCCOC)OC(=O)N2C1=O
    5	0.5	-1.2	-1.2	0.5	3	1.5	-0.6	1	7	7
COCCNC(=O)CN1C(=O)COc2ccc(S(=O)(=O)N3CCCCCC3)cc21
    -2	-0.2	-0.6	-1.1	-0.2	-5	2.8	0.6	-9	4	4
Cc1ccc(N2CC(C(=O)Nc3ccc4c(c3)OCO4)CC2=O)cc1 (centres undefined)
    -4	-0.4	-0.4	-1.1	0.2	-9	-1.4	1.1	0	7	3
Cc1oc(/C=N/NC(=O)CC2(C)OCCO2)cc1Br
    3	-1.2	-1.0	3.2	0.1	-6	1.2	1.8	2	-2	6
NNC(=O)c1sccc1OCc1ccc(Cl)cc1
    -1	-2.6	-1.4	-1.0	0.0	-2	0.0	0.6	1	-1	1
O=C(COc1ccc2c3c(c(=O)oc2c1)CCCC3)NCc1ccncc1
    -14	0.4	-1.3	-1.0	-5.1	-45	-0.1	-0.4	-5	2	-2
COc1ccc(-c2nnc(SCC(=O)Nc3cc(F)ccc3C)o2)cc1
    0	-1.8	-1.1	0.0	-0.7	-5	-1.3	3.0	3	-9	2
O=C(OCc1cn([C@H]2C[C@H](c3ccc(Cl)cc3)N(C(=O)c3cccs3)C[C@@H]2O)nn1)c1ccccc1
    -2	1.1	-1.2	-0.7	1.5	-5	2.1	0.9	-3	6	-2

Additional results follow.
Value order: ADAM17 inh	hgDAF12 agonist	ssDAF-12 act	hcDAF12 agonist	DAX1 inh-1	ADAM10 inh	FXN GAA850 act	DAX1 inh-2	PLCb3 inh	HGIII-sPLA2 inh	PLC-gamma1 inh
O=C(N/N=C/C1CC=CCC1)c1ccc(Cl)cc1O (centres undefined)
    -11	16*	1.1*	3.8	0.8	-44	5.8	-1.4	-57	19	-49
CCN(CC)CC(=O)Nc1c(C)cc(C(C)(C)C)cc1C
    -3	2.5	-1.1	0.7	1.0	-11	3.7	-0.1	5	5	7
CCOc1cc(C2C3=C(CCCC3=O)N(CC(=O)O)C3=C2C(=O)CCC3)ccc1OC
    -4	-2.8	-0.5	1.2	0.6	-1	-1.0	0.9	-13	9	-7
CC(C)=CC(=O)N1CCC(n2nccc2NC(=O)CCc2ccccc2)CC1
    -2	2.0	-0.8	-1.8	-0.3	-3	-0.4	1.2	-2	0	5
O=C(COc1cccc2cccnc12)N/N=C/c1ccc(O)cc1
    -2	-1.5	-1.3	-1.5	-0.1	-1	0.0	0.1	-5	-6	-1
CCn1c(SCC(=O)NC(C)(C)C)nnc1-c1ccoc1C
    -5	-0.4	-0.7	0.9	0.9	4	-0.2	1.2	2	-1	0
COc1ccc(-c2cc(NC=O)c3ncc(-c4ccc(OC)c(OC)c4)n3c2)cc1OC
    -8	-0.2	-1.3	-1.7	-2.1	-37	-4.2	·	-108	-8	-78
CC(C)c1ccc(C(=O)Nc2ccc(N3CCOCC3)cc2)cc1
    0	2.2	-1.6	-4.4	-0.2	5	1.4	-1.5	1	5	2
CCCN1CCc2c(sc(NC(=O)c3ccc(S(=O)(=O)N4CCCC4)cc3)c2C(N)=O)C1
    5	-1.1	-1.3	-1.4	1.3	-9	-0.1	0.5	-44	-3	-26
O=C(NNc1ccc([N+](=O)[O-])cc1)Nc1ccccc1
    -3	1.1	-0.9	-1.6	0.1	-5	0.3	1.4	-8	8	2
CCc1ccc(CNC(=O)CCc2nnc(Cc3cccc(C(F)(F)F)c3)o2)nc1
    -4	-1.1	-1.6	0.1	0.1	-9	0.7	-1.4	3	-4	0
Cc1cc(-n2c(C)cc(C(=O)COc3cc(F)ccc3[N+](=O)[O-])c2C)no1
    2	-3.2	-1.3	-0.9	-0.3	2	1.4	-0.3	-7	-5	-3
COc1ccc(CN(C)C(=O)c2ccc(NC(=O)CC3SC(N4CCCC4)=NC3=O)cc2)c(OC)c1 (centres undefined)
    -1	-3.9	-1.4	0.4	-0.6	0	2.1	-0.6	-3	-7	1
CC(=O)NC(CC(=O)Nc1ccc(S(=O)(=O)N2CCCCC2)cc1)c1ccccc1 (centres undefined)
    -4	-2.5	-0.9	-0.1	0.4	0	-0.6	0.7	-2	-12	1
Cc1cc(SCC(=O)NCCN2C(=O)CSC2=O)nc2c(C)cccc12
    -1	0.4	-1.3	0.3	-0.6	0	2.5	-1.3	3	-33	0

Next part.
Value order: ADAM17 inh	hgDAF12 agonist	ssDAF-12 act	hcDAF12 agonist	DAX1 inh-1	ADAM10 inh	FXN GAA850 act	DAX1 inh-2	PLCb3 inh	HGIII-sPLA2 inh	PLC-gamma1 inh
COc1ccc(S(=O)(=O)NCC(c2ccc(C)cc2)N2CCN(C)CC2)cc1OC (centres undefined)
    -2	-1.0	-0.8	0.1	3.0	-8	-0.3	1.3	-4	-6	-1
CC(=O)N1CCc2cc(S(=O)(=O)CCC(=O)NCc3ccco3)ccc21
    0	-1.7	-1.7	4.0	-0.5	-8	0.4	1.8	-1	5	3
COc1ccccc1Cc1nc2ccccc2n1S(=O)(=O)c1ccc(Cl)cc1
    -1	-4.3	0.6	0.2	-0.9	-7	-0.2	-0.9	1	-2	-20
COc1cccc(CN(C)C(=O)Cc2c[nH]c3ccccc23)c1OC
    -3	-0.7	-0.1	-0.8	-0.5	2	-1.7	0.5	-5	-61	-2
C=CCc1ccc(O)c(-c2ccc(O)c(CC=C)c2)c1
    7	1.6	-1.5	-1.0	-0.4	4	0.7	0.9	0	-19	3
COc1ccc(C(CNC(=O)c2ccc(S(=O)(=O)Nc3ccc(F)cc3)cc2)N(C)C)cc1 (centres undefined)
    3	-2.7	-1.5	-1.9	-0.1	0	0.6	1.3	-3	-21	3
Cc1ccc2nc(NC(=O)c3ccc(Cl)s3)sc2c1
    -2	8.0	-0.2	2.8	4.0*	-19	3.8	9.8*	-20	13	-12
COc1cc(/C=C2/C(=N)N3OC(C)=CC3=NC2=O)ccc1OCCOc1ccc(C)cc1
    -4	1.9	-0.8	-1.5	-0.9	-3	1.3	-2.0	-1	-4	0
c1ccc(C2=Nc3cccc4cccc(c34)N2)cc1
    -3	4.1	1.2*	6.6*	0.1	-2	0.7	-0.9	0	39*	4
CCC(C)Nc1c([N+](=O)[O-])cc(C)cc1[N+](=O)[O-] (centres undefined)
    -4	0.0	-0.5	0.2	0.1	-2	0.2	-1.8	2	2	0
CC(=O)NC(CCS(C)(=O)=O)C(=O)Nc1ccc(F)cc1Cl (centres undefined)
    2	-0.7	-0.9	-1.2	-0.2	-5	0.1	0.6	4	-2	5
O=c1c2c3c(sc2nc2n1CCCC2)CCCC3
    -1	3.4	-0.2	-0.4	0.3	-8	4.5	-0.6	-6	1	-6
CCc1ccc(Oc2coc3cc(OC(=O)c4cc5ccccc5oc4=O)ccc3c2=O)cc1
    -46	4.5	-0.6	-0.7	0.4	-139	-1.2	1.4	-165	-11	-147
CN(C)c1ccc(/C=N/NC(=O)Cn2nnc3ccccc32)cc1
    -68	1.9	-0.7	-2.9	-0.4	-273	3.8	-1.2	-41	11	-34
CC1=C(C(N)=O)C(c2ccccn2)n2nc(SCc3ccccc3)nc2N1 (centres undefined)
    -14	-0.9	-0.7	-0.1	1.3	-6	-1.2	1.5	-6	5	-5

Brought forward from above: four compounds, then new ones.
Value order: ADAM17 inh	hgDAF12 agonist	ssDAF-12 act	hcDAF12 agonist	DAX1 inh-1	ADAM10 inh	FXN GAA850 act	DAX1 inh-2	PLCb3 inh	HGIII-sPLA2 inh	PLC-gamma1 inh
O=c1c2c3c(sc2nc2n1CCCC2)CCCC3
    -1	3.4	-0.2	-0.4	0.3	-8	4.5	-0.6	-6	1	-6
CCc1ccc(Oc2coc3cc(OC(=O)c4cc5ccccc5oc4=O)ccc3c2=O)cc1
    -46	4.5	-0.6	-0.7	0.4	-139	-1.2	1.4	-165	-11	-147
CN(C)c1ccc(/C=N/NC(=O)Cn2nnc3ccccc32)cc1
    -68	1.9	-0.7	-2.9	-0.4	-273	3.8	-1.2	-41	11	-34
CC1=C(C(N)=O)C(c2ccccn2)n2nc(SCc3ccccc3)nc2N1 (centres undefined)
    -14	-0.9	-0.7	-0.1	1.3	-6	-1.2	1.5	-6	5	-5
Cc1ccc(C(C)C)c(OCc2nnc(SCC(=O)Nc3ncc(C)s3)n2C)c1
    -2	-1.1	-0.7	-0.3	0.9	2	-5.6	0.8	1	-2	2
CC1Cc2ccccc2N1C(=O)CSc1nnc(Cn2nnc3ccccc32)n1C (centres undefined)
    -3	-1.5	-2.1	-1.4	-1.1	-8	-2.9	-0.2	-1	6	1
CN1CCN(C(=O)c2cc(C(C)(C)C)cc(C(C)(C)C)c2)CC1
    0	0.1	-1.1	0.7	0.5	1	-0.2	0.3	3	-9	3
COc1ccc(N2CCN(C(=O)c3cc(=O)c4cc(C)ccc4o3)CC2)cc1
    1	-1.6	-1.2	-0.3	-0.1	11	2.4	-1.4	-6	-1	6
CCOC(=O)C1CCN(c2c(C(=O)c3ccccc3)cnc3ccc(CC)cc23)CC1
    0	-1.5	-1.0	-1.1	0.4	-1	-0.5	0.3	-6	10	-2
N/C(=N\OC(=O)CN1C(=O)c2ccccc2C1=O)c1ccc(Cl)cc1
    4	-0.1	-1.7	-0.9	-0.1	0	1.1	3.8	4	1	4
Cc1cc(C)cc(Oc2nc3c(C)cccn3c(=O)c2/C=C(\C#N)C(=O)NC2CCS(=O)(=O)C2)c1 (centres undefined)
    -403	-2.3	-1.6	-0.1	-0.8	i	1.4	-0.7	-155	12	-125

Compounds as they come. Share with any hit: about 6.9%.
